Source: PubChem
WT yeast gro inh: growth inhibition of WT yeast, mitochondrial fusion screen; mitochondrial fusion phenotypic screen, WT strain; inhibition, % at 10 µM; hit rate 2.1% among 190,000; in the data active = inhibition above about 58%; tested in S. cerevisiae
GPR35 arrestin U2OS: GPR35 antagonists blocking zaprinast-driven arrestin recruitment, primary screen, imaging, U2OS, beta-arrestin-GFP, zaprinast agonist (AID 2058); U2OS GPR35 beta-arrestin-GFP translocation imaging, zaprinast antagonism; higher % means a stronger effect; inhibition, % at 10 µM; hits with a dose series show IC50 in µM; hit rate 0.052% among 290,000;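 active = inhibition of at least 50% with at least 30 cells and total cytoplasm GFP at most 10,000,000; inconclusive = under 30 cells or total GFP of 10,000,000 plus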
LYP phosphatase: PTPN22 lymphoid phosphatase activity blockers – biochemical, fluorescence intensity, uHTS (AID 1779); hit rate 0.054% among 290,000; recombinant LYP phosphatase, fluorescence intensity; higher % means a stronger effect; inhibition, % at 11.5 µM; hits with a dose series show IC50 in µM; in the data active = inhibition above about 50%;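 also: plate controls were vehicle with enzyme for no effect and no enzyme for full effect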
UTI89 phage lysis: inhibition of K1F phage lysis, E. coli UTI89, bacterial capsule biogenesis inhibitors, alamar blue (AID 488966) | one-dose inhibition, % at 100 µM; IC50 in µM for titrated hits | hit rate 0.02% among 340,000 | E. coli UTI89 K1F phage lysis, alamar blue, 2 h; higher % means a stronger effect;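 active = phage lysis inhibition, versus mean bacterial control, above a set limit; inconclusive = no clear call, values can overlap the other calls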;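 also: capsule biogenesis inhibitors block K1F phage lysis so surviving cells raise fluorescence; higher fluorescence means more inhibition of phage lysis; actives were called in the ten point dose series up to 300 µM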
NS5 inhibitors: flavivirus cap methylation enzyme inhibition – biochemical, confirmation dose response, primary screen (AID 588689) | Dengue-2 NS5 methyltransferase capping enzyme assay, biochemical; higher % means a stronger effect | inhibition, % at 25 µM, or IC50 in µM where a hit was titrated | hit rate 0.3% among 340,000; in the data active = a potency from the dose series; inconclusive = inhibition above about 29% without an active follow-up result
RSV antiviral HEp-2: RSV antiviral activity via CPE protection, HEp-2 cells, primary 10 µM value included (AID 2391). HEp-2 cells, RSV-induced CPE inhibition; higher % means a stronger effect. CPE inhibition, % at 10 µM; hits with a dose series show IC50 in µM. hit rate 0.13% among 310,000; in the data active = a potency from the dose series; inconclusive = CPE inhibition mostly from about 23% at the one dose, without a potency; inactive = the rest, 99 in 100 with CPE inhibition below about 21%; also: strong numbers were not always called active
Autophagy HCS: alters autophagy in cells; MEF GFP-LC3 puncta imaging; test concentration mostly 10 µM; calls only at 10 µM (by protocol); hit rate 0.98% among 190,000; AID 463193;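 active = percentage of spot-positive cells more than 3 SD above its plate mean, without a fluorescence outlier flag or 80% toxicity; inconclusive = no clear call, values can overlap the other calls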;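 also: spot-positive cell cutoff set from DMSO-treated cells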
AID2073: inhibitors of Mint1-CaV2.2 protein interaction, biochemical, HTRF (AID 2073). one-dose inhibition, % at 20 µM; IC50 in µM for titrated hits. HTRF protein-protein interaction, Mint1-CaV2.2; higher % means a stronger effect. hit rate 0.19% among 290,000; in the data active = inhibition mostly above about 51%, no sharp cut-off; inconclusive = no clear call, values can overlap the other calls; inactive = mostly below about 53%; also: some results filed as inactive read as strong as hits
NTR1 agonist: agonists of NTR1, primary screen, imaging, U2OS cells, beta-arrestin-GFP, high content (AID 493036). NTR1-U2OS beta-arrestin-GFP spot imaging, agonist mode. hit rate 0.17% among 330,000. activation, % at 20 µM. P30989;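 active = activation at or above 40% of the spot to cytoplasm intensity ratio, with at least 20 cells analyzed; inconclusive = wells under 20 cells, flagged as cytotoxic or low count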;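 also: 0% = DMSO without peptide and 100% = 100 nM NTR1 peptide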
Target sequence (P30989 whole entry, looked up): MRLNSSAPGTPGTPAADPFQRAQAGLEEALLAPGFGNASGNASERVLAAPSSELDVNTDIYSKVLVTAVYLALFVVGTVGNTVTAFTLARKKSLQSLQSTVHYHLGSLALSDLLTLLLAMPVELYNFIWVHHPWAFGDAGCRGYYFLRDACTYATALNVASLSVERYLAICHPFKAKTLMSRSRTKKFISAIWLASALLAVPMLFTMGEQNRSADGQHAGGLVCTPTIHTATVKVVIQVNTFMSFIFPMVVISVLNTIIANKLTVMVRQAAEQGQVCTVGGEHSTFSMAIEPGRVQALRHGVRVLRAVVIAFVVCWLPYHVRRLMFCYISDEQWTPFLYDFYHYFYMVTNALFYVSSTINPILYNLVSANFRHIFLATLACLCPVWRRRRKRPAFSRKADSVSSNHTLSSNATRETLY
WT yeast gro inh mutant strain: also measured in WT yeast gro inh; calls as there; inhibition, %; mitochondrial fusion phenotypic screen, mutant strain inhibition
Autophagy HCS cell loss 18 h: recorded beside Autophagy HCS, whose call it bears; toxicity, %; measured here: cell loss, nuclei count;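 cell loss after 18 h compound exposure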
NTR1 agonist cell count 20 µM: second read-out of NTR1 agonist, no call of its own (marks repeat the call); cell count; measured here: cell count, cytotoxicity flag
NS5 inhibitors pilot replicate: second read-out of NS5 inhibitors, no call of its own (marks repeat the call); inhibition, %; measured here: pilot screen replicate inhibition
Active calls of the source: *; i = inactive; u = inconclusive; x = no result given; [ ] = dose if it differs, or a comment.

SMILES | WT yeast gro inh | WT yeast gro inh mutant strain | GPR35 arrestin U2OS | LYP phosphatase | UTI89 phage lysis | NS5 inhibitors | RSV antiviral HEp-2 | Autophagy HCS | Autophagy HCS cell loss 18 h | AID2073 | NTR1 agonist | NTR1 agonist cell count 20 µM | others
CSc1nc2ccc(Nc3nc(N4CCOCC4)nc(N4CCOCC4)n3)cc2s1 | 6 | -20 | 8% | 4% | 0.1% | -6% | 28% | i | -3 | 3% | 8.7 | 84 | NS5 inhibitors pilot replicate=2.1
CCN(CC)CCOC(=O)c1ccc(N/C=C(/C#N)c2nc(-c3cccc(OC)c3)cs2)cc1 | x | x | 19% | -31% | x | x | -2.6% | x | x | 11% | 0.5 | 32
CC1(C(=O)NCCN2CCOCC2)C=CC2(CCCCC2)N1C(=O)c1ccccc1 (stereo not given) | -4 | -1 | 14% | -4% | 0.7% | -7% | -1.2% | i | 13 | -3% | -1.0 | 96
Cc1coc2c(C)c3oc(=O)c(CCC(=O)NCCC(=O)O)c(C)c3cc12 | x | x | -2% | 2% | -1.7%[50 µM] | 5% | 2.2% | x | x | 18% | 3.6 | 54
O=C(NNC1=NC2(CCCC2)Cc2ccccc21)c1ccncc1 | 12 | 8 | -1% | -6% | 3.4% | -3% | -1.5% | i | 21 | -20% | -0.1 | 39
CCC1(c2ccc(F)cc2)NC(=O)N(CC(=O)N(C)C2CCS(=O)(=O)C2)C1=O (stereo not given) | x | x | x | x | 0.7%[50 µM] | -4% | 1.3% | x | x | x | 2.1 | 59
CNc1nc(NC#N)nc(SC)n1 | x | x | -5% | -10% | 0.2% | 0% | 9.4% | x | x | 5% | 1.0 | 58
COc1ccc(/C=N/NC(=O)C(N)=O)c(OC)c1OC | 20 | 22 | -4% | 3% | -0.9% | 3% | 0.1% | i | 0 | 10% | 0.8 | 64
CC(NC(=O)/C=C/c1ccco1)c1nc2ccccc2n1Cc1ccccc1F (stereo not given) | 1 | 4 | -12% | 11% | -1.2% | 0% | 0.3% | i | -7 | 20% | 4.0 | 42
O=C(CN(Cc1ccco1)C(=O)CNS(=O)(=O)c1ccc(F)cc1)NCc1ccccc1 | x | x | -18% | -3% | 0.0% | 5% | 2.1% | x | x | 14% | 2.9 | 35
O=c1c2ccccc2nc(-c2ccccc2)n1Cc1ccco1 | 12 | 1 | 8% | -6% | 0.0% | -2% | 6.7% | i | 1 | -5% | -0.6 | 79 | NS5 inhibitors pilot replicate=-0.6
COc1ccc(Nc2nc(-c3ccccc3)c3ccccc3n2)cc1 | 64* | 8.2* | 20% | 4% | 4.0% | -2% | 8.2% | i | 19 | 3% | 2.8 | 48
Cc1cccc(CSc2ccc(-c3cccs3)nn2)c1 | 28 | 3 | -1% | 0% | 2.4% | -10% | 10% | i | -2 | 4% | 7.8 | 65
COc1cccc(NC(=O)CCS(=O)(=O)c2ccc3c(c2)oc(=O)n3C)c1 | x | x | 21% | -8% | 0.8% | 0% | -0.1% | x | x | 8% | 0.8 | 55
O=C(NC1CCCCC1)C(c1ccco1)N(C(=O)c1csnn1)c1ccc(Cl)cc1 (stereo not given) | x | x | 6% | -12% | -0.6% | -5% | 2.5% | x | x | -4% | -0.1 | 48
O=C(COC(=O)CSc1ccc([N+](=O)[O-])cc1)NCc1cccs1 | x | x | x | x | 0.0%[50 µM] | 10% | 1.1% | x | x | x | -1.7 | 49
O=C(Cc1ccc(F)cc1)Nc1nc(-c2ccc(F)cc2)cs1 | x | x | -6% | -5% | 0.3% | -11% | 13% | x | x | 4% | -0.7 | 32
COc1ccc(/C=C2\C(=O)NCC(=O)N2C)cc1 | x | x | -8% | -8% | 0.1% | -6% | 2.2% | x | x | 8% | -1.6 | 81
O=C(O)c1cccc(NC(=O)c2cccc(S(=O)(=O)N3CCCCC3)c2)c1 | 10 | 24 | 2% | -5% | -1.3% | -6% | 0.7% | i | 6 | 1% | -0.5 | 62
Cc1cc(C(=O)N/N=C/c2cccc([N+](=O)[O-])c2O)n[nH]1 | 12 | 14 | -7% | -1% | -0.3% | -4% | 0.7% | i | 3 | -1% | -0.1 | 101
CCCN(C(=O)CSc1nc(C2CC2)n(-c2ccccc2)n1)C1CCS(=O)(=O)C1 (stereo not given) | x | x | x | x | 0.4%[50 µM] | -3% | 1.3% | x | x | x | 15 | 55
Cc1c(Nc2nc(-c3ccc(Cl)cc3)cs2)c(=O)n(-c2ccccc2)n1C | -10 | -9 | -7% | -1% | -1.8%[50 µM] | -2% | u | i | 8 | 14% | 2.5 | 77
COc1cccc(C(=O)Nc2ccccc2N2CCCC2)c1 | 8 | 11 | -10% | -7% | 0.1% | -5% | -0.4% | i | 4 | -4% | -1.5 | 80
COc1ccc(OC)c(C(=O)NC(CC(N)=O)c2ccc(N3CCC(N4CCCCC4)CC3)c([N+](=O)[O-])c2)c1 (stereo not given) | x | x | -9% | -8% | -0.2% | 0% | -2.2% | x | x | 6% | -6.7 | 107
CN(C)c1cccc(C(=O)NCc2ccc3c(c2)OCO3)c1 | x | x | -10% | -3% | 0.1% | -7% | 2.8% | x | x | 14% | 0.5 | 50
The list goes on:
SMILES | WT yeast gro inh | WT yeast gro inh mutant strain | GPR35 arrestin U2OS | LYP phosphatase | UTI89 phage lysis | NS5 inhibitors | RSV antiviral HEp-2 | Autophagy HCS | Autophagy HCS cell loss 18 h | AID2073 | NTR1 agonist | NTR1 agonist cell count 20 µM | others
CC(C)(C)NC(=O)c1cccc2c1C(=O)c1ccccc1-2 | x | x | -1% | -6% | 0.9% | 14% | 0.7% | x | x | 5% | 0.7 | 43
CCOC(=S)N/C(=N\S(=O)(=O)c1ccc(C)cc1)c1ccccc1 | -10 | -16 | 12% | 2% | 2.2%[50 µM] | -1% | -0.1% | i | -28 | -9% | 0.0 | 42
Cc1ccc(/C=C/c2ccc(=O)n(Cc3ccc(Cl)cc3Cl)n2)cc1 | -6 | 0 | 3% | 4% | 0.6% | -6% | 2.5% | i | 3 | -5% | 1.2 | 46
COC(=O)c1ccccc1NC(=O)COC(=O)CO/N=C(\C)c1ccc2c(c1)OCO2 | x | x | -5% | -7% | 0.2% | -2% | 0.9% | x | x | -1% | 0.8 | 66
N=c1c2c(ncn1CCN1CCOCC1)Oc1ccc3ccccc3c1C2c1ccccc1 (stereo not given) | -4 | -10 | 8% | -2% | 0.7% | 0% | 5.5% | i | -10 | 4% | 15 | 79
COC(=O)c1ccc(NS(=O)(=O)N(C)C)cc1 | -8 | -1 | -6% | -8% | 4.3% | -7% | 1.0% | i | 0 | 1% | 5.1 | 103
COc1cccc(C(c2nnnn2CCc2ccccc2)N2CCN(c3ccccc3)CC2)c1OC (stereo not given) | 47 | 6 | -10% | 0% | -0.6% | -6% | 7.1% | i | -3 | 0% | 1.4 | 66
CN(C)NC(=O)c1ccsc1NC(=O)c1ccc(S(=O)(=O)N2CCCC2)cc1 | x | x | -13% | -2% | 0.2%[50 µM] | -14% | 1.4% | x | x | 0% | 6.9 | 54
COc1c(C)cc(S(=O)(=O)N2CCOCC2)c(C)c1C | -12 | 7 | 6% | -7% | 0.0% | -2% | -0.3% | i | 1 | 1% | 0.1 | 59
COc1ccc(-c2csc(N)n2)cc1 | -7 | -13 | 9% | -5% | -7.5% | -9% | 1.2% | i | 5 | -13% | -0.1 | 56
CCOC(=O)N1CCN(C(=O)CN(c2cccc(C(F)(F)F)c2)S(=O)(=O)c2ccccc2)CC1 | -7 | 4 | 16% | -8% | -1.1% | 0% | 0.4% | i | 7 | -8% | -0.1 | 69
CCC(C(=O)NCCc1ccco1)n1nc(C)c2c(C)n(-c3ccccc3)nc2c1=O (stereo not given) | x | x | 2% | -4% | 0.1% | -4% | 1.7% | x | x | 10% | -0.4 | 56
COc1cccc(C(C(=O)NC2CCCC2)N(C(=O)c2ccco2)c2ccc(C(C)=O)cc2)c1OC (stereo not given) | x | x | 12% | -7% | -0.3% | -2% | 0.4% | x | x | 7% | -0.8 | 48
COCCN(C(=O)Cc1cccs1)C(C(=O)NC1CCCC1)c1cc(OC)c(OC)c(OC)c1 (stereo not given) | -10 | -10 | -3% | -8% | 1.6% | -2% | -1.0% | i | 16 | 3% | -1.2 | 37
CC(O)[C@H](NC(=O)C1(c2ccccc2)CCN(C(=O)OC(C)(C)C)CC1)C(=O)O (stereo not given in full) | 0 | -5 | -6% | -5% | -0.5% | -4% | 1.8% | i | 1 | -6% | 0.6 | 75
Cc1nn(C)cc1/C=N/NC(=O)c1ccco1 | x | x | 3% | 1% | 1.2% | -1% | x | x | x | -12% | 0.1 | 44
O=C(NCCc1ccccc1)c1ccccc1Cl | x | x | 0% | -5% | 0.1% | -5% | -0.6% | x | x | 3% | -0.1 | 55 | NS5 inhibitors pilot replicate=1.8
COCc1cc(=O)[nH]c(-c2ccc(C(F)(F)F)cc2)n1 | x | x | 11% | -5% | x | x | 2.4% | x | x | -11% | -0.3 | 62
O=C(c1ccc(C(F)(F)F)cc1)n1ccc(-c2cccs2)n1 | x | x | 5% | -6% | -0.6% | 11% | 5.1% | x | x | -1% | -0.9 | 46
Cc1ccc(S(=O)(=O)Cn2nnnc2C(CC(C)C)N2CCN(C(=O)c3ccco3)CC2)cc1 (stereo not given) | 13 | -10 | -1% | -1% | 2.1% | -6% | 6.9% | i | -14 | -3% | 1.4 | 43
Cc1ccnn1CC(=O)N/N=C/c1cn[nH]c1-c1ccc(F)cc1 | x | x | 0% | -5% | 0.2% | 0% | x | x | x | 7% | -0.4 | 45
COc1ccc(CNC(=O)CSCc2ccccc2Cl)cc1 | 0 | -8 | 6% | -7% | -3.8% | -8% | 1.1% | i | 6 | -1% | 1.0 | 48
O=c1[nH]c2ccccc2n2c(-c3ccccc3)nnc12 | -3 | -1 | -7% | -5% | -0.7% | 8.3µM* | 6.6% | i | -7 | u | 4.4 | 48
Cc1cccc(N2CCN(C(=O)COc3ccc4ccc(=O)oc4c3)CC2)c1C | x | x | 3% | -8% | 1.5% | 5% | u | x | x | 3% | 3.5 | 62
Cc1c(CC(=O)N[C@@H](C)C(=O)O)c(=O)oc2cc3occ(-c4ccccc4)c3cc12 | x | x | -8% | 2% | 0.2% | 0% | 2.6% | x | x | 24% | -0.1 | 102
